# Screens from PubChem.
# Mm-Cpn inhibitor = M. maripaludis TRiC chaperonin inhibition; purified Mm-Cpn ATPase, ADP Transcreener TR-FRET; Potency, µM (doses to about 76.9 µM), without a hit: at the highest dose activity, negative = inhibition, usual class: inhibitors; 330,000 compounds, 0.031% hits; AID 504842; further: potency means the concentration at half of the fitted maximal effect; on the % scale 0 is the no-effect control and ±100 the full control effect; nearly all actives have a fitted effect of over 80% in size
#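 Compound-treated chaperonin, 25 nM final, turns over 10 uM ATP at 37°C for 30 min following a 10 min preincubation; ADP generated competes with ADP-d2 for Eu-cryptate antibody, lowering FRET.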
# EPAC1 antag = antagonists of human EPAC1. 360,000 compounds, 0.14% hits. AID 720709. Potency, µM (doses to about 115 µM), for inactives: at the top dose activity change, negative = inhibition, most hits filed as inhibitors. EPAC1 GEF assay, Rap1b-BODIPY-GDP exchange fluorescence. O95398;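 further: potency means the concentration at half of the fitted maximal effect; plate controls were vehicle for no effect and positive control for full effect; nearly all actives have a fitted effect of over 50% in size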
# WRN helicase inh = inhibitors of human WRN helicase; WRN helicase unwinding, fluorescent forked duplex, kinetic; Potency, µM (series often up to 114 µM), inactives show at the highest dose activity change, negative = inhibition, actives largely listed as inhibitors; 360,000 compounds, 0.46% hits; AID 651768; further: potency means the concentration at half of the fitted maximal effect; on the % scale 0 is the no-effect control and ±100 the full control effect; nearly all actives have a fitted effect of over 55% in size
#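 Kinetic red-fluorescence monitoring (525/598 nm) tracks WRN helicase activity after 100 nM fluorophore-quencher forked duplex and 2 mM ATP are added to 20 nM enzyme pretreated 15 min at room temperature with compound.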
# PI5P4K alpha inh = blocks human PI5P4K alpha kinase activity. max response, %. 330,000 compounds, 1.2% hits. PI5P4Kalpha enzyme, ADP-Glo luminescence, 60 min; hits give low values. P48426. AID 652105; active means max response of -50% or lower; inconclusive means between -30% and -50%; inactive means -30% or higher; further: value at the top dose of about 77 µM; on the % scale 0 is the no-effect control and ±100 the full control effect
# Target sequence (P48426 whole entry, looked up): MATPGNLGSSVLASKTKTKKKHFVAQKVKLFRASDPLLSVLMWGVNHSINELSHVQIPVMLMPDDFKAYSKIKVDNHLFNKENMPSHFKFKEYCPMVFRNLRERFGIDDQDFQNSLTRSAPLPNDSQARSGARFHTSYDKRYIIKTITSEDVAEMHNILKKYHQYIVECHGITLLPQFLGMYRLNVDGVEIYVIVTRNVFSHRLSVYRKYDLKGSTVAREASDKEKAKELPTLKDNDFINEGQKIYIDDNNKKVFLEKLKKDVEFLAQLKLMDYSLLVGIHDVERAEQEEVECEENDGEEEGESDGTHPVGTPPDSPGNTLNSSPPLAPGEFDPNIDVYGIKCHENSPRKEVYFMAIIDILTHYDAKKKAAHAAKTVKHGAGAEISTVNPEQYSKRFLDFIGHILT
#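 Reactions run in 0.038 M HEPES pH 7.4, 0.28 mM EGTA, 0.1% CHAPS and 5% DMSO, with PI5P4Kalpha, substrate, compound and 5 microM ATP final, one hour at room temperature. Readout is ADP-Glo luminescence.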
# CCT modulator = modulators of cytosolic chaperonin (CCT/TRiC) activity; 360,000 compounds, 0.3% hits; purified chaperonin ATPase assay, HTRF ADP detection, 30 min; activity change, % (no concentration beside the values), hits read low; in the data active means activity change below about -30%; further: on the % scale 0 is the no-effect control and ±100 the full control effect
#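 First, chaperonin was dispensed at 40 nM or 20 nM final depending on batch activity. Next, compounds were pinned at 76 uM and ATP added at 10 uM. After 30 min at 37 °C, ADP detection reagents ran 30 min at ambient temperature.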
# EPAC2 antag = EPAC2 (human) antagonism; Q8WZA2; EPAC2 GEF exchange of Rap1B-BODIPY-GDP, fluorescence; Potency, µM (top dose mostly 114 µM), for inactives: at the top dose activity, negative = inhibition, usual class: inhibitors; 360,000 compounds, 0.18% hits; AID 720708; further: potency means the concentration at half of the fitted maximal effect; on the % scale 0 is the no-effect control and ±100 the full control effect; nearly all actives have a fitted effect of over 45% in size; many of its hits are not listed in these tables
# PLK1 PBD inh = inhibitors of human PLK1 polo-box domain binding | P53350 | Plk1 PBD binding of FITC phosphopeptide, fluorescence polarization | Potency, µM, without a hit: max response, negative = inhibition, hits mostly inhibitors | 360,000 compounds, 2.8% hits; further: potency means the concentration at half of the fitted maximal effect; series mostly up to about 57 µM; on the % scale 0 is the no-effect control and ±100 the full control effect; nearly all actives have a fitted effect of over 65% in size
# Target sequence (P53350 whole entry, looked up, the tested form may be a part): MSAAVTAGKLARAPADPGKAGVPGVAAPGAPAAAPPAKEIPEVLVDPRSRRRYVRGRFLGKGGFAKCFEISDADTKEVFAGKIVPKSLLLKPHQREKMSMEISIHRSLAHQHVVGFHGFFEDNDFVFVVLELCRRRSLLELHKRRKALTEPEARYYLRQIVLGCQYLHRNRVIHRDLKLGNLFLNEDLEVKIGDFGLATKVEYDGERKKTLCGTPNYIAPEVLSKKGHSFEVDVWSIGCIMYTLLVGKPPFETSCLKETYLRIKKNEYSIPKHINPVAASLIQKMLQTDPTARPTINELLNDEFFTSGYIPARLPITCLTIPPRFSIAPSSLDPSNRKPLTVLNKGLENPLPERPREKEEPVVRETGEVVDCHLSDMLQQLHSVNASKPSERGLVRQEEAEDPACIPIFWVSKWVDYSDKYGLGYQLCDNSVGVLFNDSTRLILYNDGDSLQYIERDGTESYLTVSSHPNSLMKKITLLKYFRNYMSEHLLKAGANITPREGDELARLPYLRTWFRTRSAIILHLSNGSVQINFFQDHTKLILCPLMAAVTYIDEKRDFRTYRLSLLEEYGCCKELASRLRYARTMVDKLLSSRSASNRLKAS
# EPAC1 ag = activates human EPAC1 exchange factor; EPAC1 agonist qHTS, biochemical assay; response scale: 100% = response to 6.5 mM cAMP; Potency, µM (series often up to 154 µM), inactives show at the top dose activation, actives largely listed as activators; 360,000 compounds, 0.073% hits; further: potency means the concentration at half of the fitted maximal effect; nearly all actives have a fitted effect of over 60% in size
#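 Nucleotide exchange assay: 100 nM EPAC1 with 250 nM Rap1B loaded with BODIPY-GDP and 50 uM GDP, room temperature. Fluorescence (480/540 nm) read every 5 min for 30 min; signal change normalized to 6.5 mM cAMP as full agonist.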
# An asterisk follows results filed as active; ? = inconclusive; / = not tested or not shown; & = joins results of further samples; [ ] = remark or other dose. Unless noted, the call rests on the fitted dose curve; in most records, active means well fitted curve in the direction sought with a large enough effect; inconclusive means small, poorly fitted or top-dose-only effect, or another doubt; inactive means no such curve, though single readings can be large; an effect the other way counts as inactive or inconclusive.
SMILES	Mm-Cpn inhibitor	EPAC1 antag	WRN helicase inh	PI5P4K alpha inh	CCT modulator	EPAC2 antag	PLK1 PBD inh	EPAC1 ag
COc1ccc(CN2CCN(Cc3cn(C)nc3-c3ccccc3)CC2CCO)c(C)c1C (stereo not given)	-2%	-3%	-8%	0	-1.0	-13%	-11%	4%
COc1ccc2[nH]cc(CCNC(=S)NCCc3ccccc3)c2c1	1%	-25%	-11%	9	-1.1	-7%	1%	-6%
CSc1ncnc2c1ncn2CCCNCC1CCCO1 (stereo not given)	/	-3%	4%	-8	0.0	2%	3%	-13%
COC(=O)/C(C#N)=C/c1c(-c2ccccc2)nc2n1CCS2	1%	-3%	13%	-1	-3.2	5%	-16%	2%
Cc1ccc(N(C(=O)c2snc(C(N)=O)c2N)C(CC(C)C)C(=O)NC2CCCC2)cc1 (stereo not given)	0%	-6%	-1%	-3	-2.5	-2%	-2%	-6%
Cc1cc(C)n2nc(C(=O)N/N=C/c3ccc(O)cc3)nc2n1	0%	-2%	-6%	3	-0.8	5%	-7%	-10%
CN1CCC2(CC1)NC(=O)NC2=O	0%	-8%	-7%	2	-0.3	6%	-1%	-1%
CCOc1ccc2c(S(=O)(=O)O)cccc2c1[N+](=O)[O-]	/	1%	-23%	-7	1.2	1%	-7%	2%
COC(=O)C1=C(C)N(c2ccc(C)cc2)/C(=C/c2cccs2)C1=O	2%	0%	-1%	1	-1.4	0%	-19%	0%
CCCOc1ccc(NC(=O)C2CC(=O)N/C(=N/N=C(\C)CCc3ccc4c(c3)OCO4)S2)cc1 (stereo not given)	1%	7%	4%	-5	1.7	2%	3%	0%
O=C(COC(=O)c1ccc2ncsc2c1)Nc1cccc(Cl)c1	-3%	-11%	-18%	-3	-3.5	-17%	-15%	10%
CCOC(=O)C1=NOC(CN(c2ccccc2)S(=O)(=O)c2ccc(Cl)cc2)C1 (stereo not given)	2%	-29%	-3%	6	-2.3	1%	-2%	12%
FC(F)(F)c1ccccc1-c1nc(-c2ccncc2)no1	2%	-13%	3%	1	2.2	4%	-3%	0%
Nc1c2c(nn1-c1ccc(C(=O)O)cc1)CNC2	?	5%	2%	-5	-2.0	7%	-12%	7%
COC(=O)c1ccc2c(=O)[nH]c(COC(=O)c3[nH]c(C)c(C(C)=O)c3C)nc2c1	-2%	-4%	-11%	-1	-0.4	-4%	-5%	12%
c1ccc(-c2nc(C3CCCCC3)c3ccccc3n2)cc1	3%	0%	0%	28	-2.9	?	-1%	-21%
COc1ccc(-n2ncc3c2CC(C)(C)CC3NC(=O)CCn2cncn2)cc1 (stereo not given)	-1%	0%	-7%	7	-1.1	17%	6%	-7%
O=C(/C=C/c1ccc(Cl)cc1Cl)Nc1cccc(S(=O)(=O)NC2=NCCC2)c1	-7%	?	-4%	?	-14	-11%	17µM*	10%
CC(C)C(C)NC(=O)COc1ccc(OCc2ccccc2)cc1 (stereo not given)	-1%	-14%	-1%	1	-1.1	-8%	-10%	-5%
CCCNC(=O)N(C)C[C@@H]1Oc2ncc(-c3ccncc3)cc2C(=O)N([C@H](C)CO)C[C@@H]1C	/	-5%	0%	-56*	-1.1	8%	-13%	-1%
CN(C)C(=O)c1ccc(NC(=O)CC2SC(N3CCCC3)=NC2=O)cc1 (stereo not given)	0%	-2%	-2%	2	0.7	-15%	-4%	5%
NS(=O)(=O)c1ccc(NC2(C(=O)O)CCCC2)cc1	0%	33%[activator]	12%	0	-1.0	1%	-11%	-1%
CCC(CC)C(=O)NCc1ccc(Cl)cc1	2%	7%	-1%	-7	-0.7	13%	-6%	-6%
CCOC(=O)C1CCCN(C(=O)/C=C/c2ccccc2)CC1 (stereo not given)	/	-7%	-3%[57.1 µM]	7	-0.6	-1%	7%	2%
O=C(Nc1ccc(N2CCOCC2)c(Cl)c1)c1ccc(S(=O)(=O)N2CCOCC2)cc1	1%	-9%	-4%	5	1.3	0%	-2%	-11%
Cc1cccc(OCCNc2cc(N3CCOCC3)ccc2[N+](=O)[O-])c1	2%	1%	-4%	/	-0.7	-2%	2%	10%
COc1cc2c(cc1OC)C(C)N(C(=O)CCN1C(=O)C3C4C=CC(C4)C3C1=O)CC2 (stereo not given)	1%	-29%	-21%	8	-2.6	-4%	-10%	0%
Nc1cc(=O)[nH]c(SCc2ccccc2Cl)n1	1%	-6%	7%	-2	-1.1	8%	3%	-4%
CC1Sc2ccc(S(=O)(=O)CCC(=O)Nc3cc(F)ccc3F)cc2NC1=O (stereo not given)	-2%	-2%	-3%	0	1.5	-3%	?	-1%
Cc1ccc(NC(=O)COc2ccccc2CNC(C)(C)CC(C)(C)C)cc1	3%	-21%	10%	6	0.0	-1%	0%	-7%

# Only EPAC1 antag and PI5P4K alpha inh (two entries from above):
Compound,EPAC1 antag,PI5P4K alpha inh
Cc1cccc(OCCNc2cc(N3CCOCC3)ccc2[N+](=O)[O-])c1,1%,/
COc1cc2c(cc1OC)C(C)N(C(=O)CCN1C(=O)C3C4C=CC(C4)C3C1=O)CC2 (stereo not given),-29%,8

# (list continues)
SMILES	Mm-Cpn inhibitor	EPAC1 antag	WRN helicase inh	PI5P4K alpha inh	CCT modulator	EPAC2 antag	PLK1 PBD inh	EPAC1 ag
CCCN1C2=NCCN2c2cc(C)c(C)cc21	3%	2%	-30%[57.1 µM]	-5	-0.7	0%	-3%	-6%
Cc1cc(C)c(NC(=O)CN(C)C(=O)C2CC(=O)N(c3cccc4ccccc34)C2)c(C)c1 (stereo not given)	0%	-6%	-3%	0	-1.6	2%	-2%	-2%
CCOC1=C/C(=C/c2c(N)n3nc(CC(=O)N4CCCC4)sc3nc2=O)C=CC1=O	0%	-23%	-11%	-55*	-0.3	5%	23%	4%
CC(C)(C)C(O)CN1CCCC1 (stereo not given)	-6%	?	-12%	4	-0.3	-2%	2%	-17%
O=C(O)c1cc(-c2cccnc2)nc2ccccc12	1%	5%	0%	-5	1.5	8%	3%	-5%
N#CC1(NC(=O)CN2C(=O)NC(Cc3c[nH]c4ccccc34)C2=O)CCCCC1 (stereo not given)	3%	13%	-22%	6	-2.1	11%	-5%	8%
O=[N+]([O-])c1ccc(-c2nc(Nc3ccc(O)cc3)c3ccccc3n2)cc1	-2%	13%	-5%[57.1 µM]	-7	-0.5	3%	-2%	2%
COc1ccc(Nc2nc(Cl)nc(Nc3ccc(OC)cc3)n2)cc1	0%	-2%	3%	3	-2.1	4%	-28%	11%
CCS(=O)(=O)N1CCCC(C(=O)NCc2ccc3c(c2)OCO3)C1 (stereo not given)	-21%	9%	-4%	-8	-0.8	1%	0%	3%
CC1(C)C=C(c2ccc(C=O)s2)CC(C)(C)N1	2%	-14%	6%[57.1 µM]	1	1.3	6%	-3%	0%
O=C(Cn1ncc2c3ccccc3n(Cc3ccc(F)cc3)c2c1=O)N1CCN(c2ncccn2)CC1	-6%	-25%	3%	-5	0.4	3%	2%	6%
O=C(O)c1ccc(NC(=O)C2C3CCC(O3)C2C(=O)O)cc1 (stereo not given)	-2%	-3%	11%	-3	-2.1	19%	7%	4%
CN(C)CCCNS(=O)(=O)c1ccc(-n2nnc3ccccc32)c([N+](=O)[O-])c1	2%	11%	-1%	-5	-1.0	4%	-8%	-1%
CCN(CC)CCN1C(=O)c2ccccc2NC1c1ccc(F)cc1 (stereo not given)	-2%	-2%	-5%	-2	1.8	-11%	-10%	3%
Cc1[nH]n(-c2ccccc2)c(=O)c1N=Nc1nccs1	-1%	-19%	-19%	/	-0.8	-12%	-14%	0%
O=C(NC1CCCC1)C(c1cccs1)N(C(=O)c1ccco1)c1ccc2c(c1)OCCO2 (stereo not given)	1%	-12%	-2%	0	-5.3	5%	-3%&-1%	-2%
CCN(CC)c1ccc(S(=O)(=O)N2CCOCC2)cc1NC(=O)CN1CCN(Cc2ccccc2)CC1	-1%	-11%	-8%	0	-0.5	-7%	-1%	-5%
O=c1c2ccccc2nc(-c2ccc([N+](=O)[O-])cc2)n1O	0%	-2%	-6%	7	-1.8	1%	-18%	10%
Cc1ccccc1Nc1nc(N)nc(COC(=O)c2cccc(S(=O)(=O)NCc3ccccc3)c2)n1	-1%	-14%	0%	-1	1.7	-3%	1%	1%
S=c1[nH]nc(COc2ccccc2)n1/N=C/c1c(Cl)cccc1Cl	-2%	-16%	2%	2	-0.3	1%	?	-2%
COC(=O)Cc1ccc(NC(=S)NCC(C)C)cc1	1%	15%	3%	-2	0.0	2%	-4%	5%
COc1ccc(C2=NS(=O)(=O)N(C)C(C(=O)N3CCN(C)CC3)=C2)cc1	-1%	4%	4%	-5	-0.7	12%	-1%	5%
Cc1cc(=O)oc2c(C)c(OCC(=O)N(C)C)ccc12	0%	-1%	5%	-7	-1.8	7%	-5%	-3%
COC(=O)COc1ccc2cc(-c3ccc(OC)cc3)c(=O)oc2c1	-6%	-5%	-1%	-8	0.1	12%	-7%	-1%
C=CCN1C(=O)C2(NC(=O)c3ccccc3N2)c2ccccc21 (stereo not given)	-6%	-12%	-12%	0	-0.7	1%	-4%	4%
COc1ccc(C(=O)COC(=O)c2cc([N+](=O)[O-])ccc2N2CCOCC2)c(OC)c1	-3%	-8%	4%[11.6 µM]	-23	0.3	0%	-5%	2%
COc1cc2nc(Nc3cccc(F)c3)nc(N)c2cc1OC	3%	-2%	-19%	-15	-5.0	-4%	-1%	8%
N#CCC(=O)Nc1ccc(C(=O)NNC(=O)c2ccccc2-n2cccc2)cc1	-1%	-20%	-8%	-7	-2.1	1%	-9%	-1%
O=C(Nc1ccc2c(c1)OCO2)[C@@H]1CCCN1S(=O)(=O)c1cccc2cccnc12	3%	-14%	6%	-2	-1.4	1%	-5%	9%
COC(=O)C[C@H]1N(S(=O)(=O)c2ccc(C)cc2)C(C(C)C)CC1(C(=O)OC)C(=O)OC (stereo not given in full)	/	-5%	2%	0	/	4%	-14%	2%
CC(=O)c1ccc2c(c1)OCCOCCOc1ccccc1OCCOCCO2	-2%	-18%	7%	-3	-2.6	10%	-10%	-2%
CCc1ccc(NS(=O)(=O)c2cc3[nH]c(=O)c(=O)[nH]c3cc2C)cc1	2%	?	-10%	0	0.2	-12%	-6%	-7%
COc1cccc2cccc(/C=N/n3cnnc3)c12	-7%	5%	13%	5	2.2	3%[57.1 µM]	?	-8%

# This is a subset; rates above refer to the full screens.
